# DDE Tn6 FP inh – DD(E)-Tn6 binding inhibition, primary FP screen; P02675; Fibrin DD(E) TRITC-Tn6 fluorescence polarization displacement; inhibition, % at 8.3 µM; 0.21% of 370,000 active; AID 720509;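 active = inhibition above a per-campaign cutoff: mean of compounds within control limits plus 3 SD, cut at about 15% in these data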;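 note: 0% = median of all compound wells on the plate and 100% = blocking peptide control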
# TDP2 inh – blocks human TDP2 phosphodiesterase activity | 0.34% of 370,000 active | O95551 | recombinant TDP2, T5PNP hydrolysis, p-nitrophenol absorbance 415 nm | inhibition, % at 12.8 µM;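 active = inhibition above the mean of all tested compounds plus 3 SD, set per campaign, cut at about 25% in these data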;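 note: 0% = DMSO with enzyme and 100% = buffer with substrate but no TDP2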
#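 System – recombinant human TDP2 · Amount – 120 nM TDP2 per well · Buffer or medium – Mg2+-containing Tris-HCl buffer, pH 7.5 · Reagent – T5PNP substrate, 5 mM · Dosing – 12.8 µM single point, 1% DMSO · Incubation – 2 h at 37 °C · Measured by – epi absorbance · Read-out basis – percent inhibition · Benchmarks – high control without enzyme, low control DMSO plus TDP2 · Repeats – singlicate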
# DDE Tn7 FP inh – inhibitors of Tn7 peptide binding to human fibrin DD(E) | P02675 | inhibition, % at 8.3 µM | FP displacement of FITC-Tn7 peptide from fibrin DD(E); 0% = median of compound wells per plate | 0.13% of 370,000 active;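 active = inhibition above the mean of compounds falling within the control limits plus 3 SD of them, cut at about 14% in these data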;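 note: 0% = plate median of compound wells and 100% = 10 µM Aha-Tn7 peptide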
#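 Assay system: Human clot-derived fibrin DD(E) complex | Buffer or medium: Tris/NaCl/CaCl2 buffer, pH 7.8 | Repeats: One replicate per compound | Benchmarks: Aha-Tn7 high control | Measure: % inhibition scaled between sample-field median and high-control FP | Schedule: 10 min plus 3 h, room temperature | Signal: Fluorescence polarization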
# MBD2 DNA inh – MBD2-methylated oligo binding inhibition | Q9UBB5 | TR-FRET, MBD2 binding to methylated oligonucleotide | AID 686964 | 0.31% of 370,000 active | inhibition, % at 4.4 µM; in the data active = inhibition above about 13%
# Target sequence (Q9UBB5 whole entry, looked up): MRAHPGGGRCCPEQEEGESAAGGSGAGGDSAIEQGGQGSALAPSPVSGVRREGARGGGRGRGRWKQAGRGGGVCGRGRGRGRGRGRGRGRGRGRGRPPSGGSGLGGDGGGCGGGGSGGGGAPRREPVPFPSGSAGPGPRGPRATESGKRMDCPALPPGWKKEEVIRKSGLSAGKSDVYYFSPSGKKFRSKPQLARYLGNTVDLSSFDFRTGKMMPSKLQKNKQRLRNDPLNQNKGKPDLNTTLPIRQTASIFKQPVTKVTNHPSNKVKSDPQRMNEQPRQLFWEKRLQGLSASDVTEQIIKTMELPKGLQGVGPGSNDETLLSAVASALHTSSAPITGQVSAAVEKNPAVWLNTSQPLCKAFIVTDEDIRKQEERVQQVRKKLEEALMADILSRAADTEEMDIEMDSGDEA
# UHRF1 MBD2 ctr – blocks human UHRF1 binding to methylated DNA. 0.75% of 370,000 active. inhibition, % at 4.4 µM. Q96T88. AID 687016. UHRF1 binding to methylated oligo, TR-FRET; in the data active = inhibition above about 21%;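 note: UHRF1 SRA domain binding a hemimethylated CpG hairpin DNA probe; 0% = median of test compound wells and 100% = reference inhibitor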
# TCR-CD3 inh – inhibitors of human TCR-CD3 interaction. TAMRA-labeled TCR probe fluorescence, biochemical. inhibition, % at 9.4 µM. 0.37% of 360,000 active; in the data active = inhibition above about 19%;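 note: recombinant mutant TCR 2C K166C tagged with TAMRA read by polarization; 0% = receptor in buffer alone and 100% = receptor with positive control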
# SIAE inh – inhibitors of human sialic acid acetylesterase SIAE; Q9HAT2; SIAE FP-Rh probe binding, fluorescence polarization; 0.69% of 370,000 active; AID 1053197; inhibition, % at 9.66 µM;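 active = inhibition above a cutoff: mean of compounds within the control limits plus 3 SD of those, cut at about 17% in these data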;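 note: 0% = plate median of compound wells and 100% = probe without SIAE protein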
# LEDGF integ inh – blocks HIV-1 LEDGF/p75-dependent DNA integration | TR-FRET IN-LEDGF/p75 DNA integration, Eu/Cy5 | inhibition, % at 3.7 µM | 0.64% of 370,000 active | AID 743269;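 active = inhibition above the screen-wide mean plus 3 SD, cut at about 13% in these data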;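 note: signal is the Cy5 over europium emission ratio at 671 and 618 nm; 0% = plate median of compound wells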
# KLK7 zymogen act – proKLK7 (human) activation, primary screen; 0.9% of 370,000 active; purified proKLK7, EDANS-DABCYL substrate fluorescence; 100% is mature enzyme control, 0% vehicle; P49862; activation, % at 7 µM; AID 652039;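 active = activation above the mean of all tested compounds plus 3 SD, computed per campaign excluding outliers beyond control limits, cut at about 13% in these data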
# Target sequence (P49862 whole entry, looked up): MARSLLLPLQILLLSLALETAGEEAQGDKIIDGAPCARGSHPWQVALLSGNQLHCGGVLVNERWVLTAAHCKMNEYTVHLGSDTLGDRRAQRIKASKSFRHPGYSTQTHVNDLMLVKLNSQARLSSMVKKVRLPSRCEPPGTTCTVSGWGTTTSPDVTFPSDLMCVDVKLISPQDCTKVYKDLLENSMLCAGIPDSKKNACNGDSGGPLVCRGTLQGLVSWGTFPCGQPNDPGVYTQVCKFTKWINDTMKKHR
# PRMT1 FP inh – PRMT1 (human) inhibition, primary screen; inhibition, % at 2.79 µM; 1.3% of 370,000 active; Q99873; recombinant PRMT1, activity-based probe fluorescence polarization;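 active = inhibition above about 21% made by adding two undisclosed values, limit read from the data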
# Target sequence (Q99873 whole entry, looked up): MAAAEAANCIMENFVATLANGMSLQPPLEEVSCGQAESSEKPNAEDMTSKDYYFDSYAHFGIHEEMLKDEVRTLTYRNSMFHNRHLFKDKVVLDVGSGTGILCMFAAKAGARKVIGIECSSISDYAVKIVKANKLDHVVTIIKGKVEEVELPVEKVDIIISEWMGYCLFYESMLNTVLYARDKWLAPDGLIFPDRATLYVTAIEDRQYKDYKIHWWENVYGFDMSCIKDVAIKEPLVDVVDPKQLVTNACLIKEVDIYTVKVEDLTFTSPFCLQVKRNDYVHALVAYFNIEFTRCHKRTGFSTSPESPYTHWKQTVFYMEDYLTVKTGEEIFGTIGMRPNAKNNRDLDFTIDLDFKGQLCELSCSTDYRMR
# * marks the source's active call; other numbers are inactive results; · = not tested or not shown.
SMILES,DDE Tn6 FP inh,TDP2 inh,DDE Tn7 FP inh,MBD2 DNA inh,UHRF1 MBD2 ctr,TCR-CD3 inh,SIAE inh,LEDGF integ inh,KLK7 zymogen act,PRMT1 FP inh
CC1(C)CC(=O)C2=C(C1)Nc1ccccc1NC2c1ccccc1F (stereo unspecified),-1.7,-1.3,6.8,-8.1,-9.6,1.5,12.4,5.5,-0.7,4.9
NCCS(=O)(=O)NC1CCCCC1,-4.5,-5.2,-4.5,4.3,0.5,7.2,-4.3,3.6,-0.4,4.7
CCCC[C@H](C(=O)N(C)c1cccc(OC)c1)[C@@H](O)c1ccc2ccccc2c1,-0.3,-6.3,6.6,-2.5,0.1,·,-6.1,-0.5,-0.5,-1.3
CC(OC(=O)c1cccs1)C(=O)NCC1CCCO1 (stereo unspecified),-1.5,1.8,2.6,-0.5,0.9,0.7,-5.5,-0.6,-0.6,-1.3
CCOc1ccc(OCCC(=O)NNC(=O)c2ccccc2Cl)cc1,1.7,6.9,4.8,0.7,-0.2,1.8,6.0,0.6,0.3,-0.6
O=C(CN1C(=O)C2CC=CCC2C1=O)Nc1ccc(OC(F)(F)F)cc1 (stereo unspecified),4.4,-7.8,-8.2,-0.1,-2.9,-0.6,-5.2,2.1,0.0,1.6
Cc1ccc(C)c(N=C2CCCN2Cc2ccccc2)c1C#N,0.1,0.3,4.5,5.0,2.3,-6.6,-3.2,-2.0,0.0,-2.2
CCOP(=O)(OCC)C(NC(=O)C(F)(F)F)c1ccccc1 (stereo unspecified),-7.5,11.8,-0.2,2.4,0.1,2.5,4.3,0.1,-0.6,2.6
CC1(C)CC(=O)C(C=Nc2cccnc2)=C(O)C1,-4.5,10.3,-0.3,1.2,-5.4,-1.8,3.3,4.4,-0.4,-4.6
COC(=O)c1sc(N)c(C(=O)OC)c1Cn1ncc(Cl)c(Cl)c1=O,0.1,13.4,-0.8,-4.6,-2.1,2.6,-4.3,0.1,-0.4,5.9
CCOc1ccc(Oc2ccccc2NC(=O)CCc2nc3ccccc3c(=O)[nH]2)cc1,-6.9,0.1,-7.1,4.0,-0.3,-1.8,-0.4,-3.4,-0.2,4.1
CC(=O)Nc1ccc(C(=O)Nc2cc(C)on2)cc1,-7.7,-5.3,-3.9,2.9,-2.8,-5.2,-7.5,2.2,-0.3,-4.0
O=C(N1CCCCC1)N1CCN(C(=O)N2CCCCC2)CC1,-4.8,4.6,2.4,-3.4,-1.7,2.5,6.0,4.6,-0.3,-1.2
O=c1nc(N/N=C/c2c[nH]c3ccccc23)cn[nH]1,-2.3,-8.3,7.9,0.4,-1.9,-0.9,2.9,-3.9,-0.6,3.9
Cc1n[nH]c(C)c1S(=O)(=O)N1CCN(S(=O)(=O)c2ccccc2C#N)CC1,-4.8,-5.0,-2.8,5.3,1.0,0.5,1.9,2.4,0.2,4.3
COc1ccc(C(=O)O)cc1Nc1cc(C)nc2ncnn12,4.5,-0.9,-2.3,3.7,-0.2,-10.2,-6.5,-0.7,0.6,6.0
CN(Cc1ccccc1)C(=O)CN(c1ccc(F)cc1)S(=O)(=O)c1ccc2c(c1)OCCO2,9.1,-1.9,-1.2,0.5,0.7,-1.8,-2.8,7.3,0.2,-1.3
CCCCNC(=O)CCn1c(=O)c2ccccc2n(CC(=O)Nc2ccccc2OCC)c1=O,-3.5,10.5,2.3,5.1,-3.0,3.2,-5.5,-3.9,0.6,3.6
CNS(=O)(=O)c1ccc(NC(=S)Nc2ccc3c(c2)OCO3)cc1,-0.5,-8.2,-1.0,1.0,0.4,3.8,5.2,1.9,-0.2,7.9
CCCCn1c(N)c(N(CCOC)C(=O)CC(NC(=O)c2ccccc2Cl)c2ccccc2)c(=O)[nH]c1=O (stereo unspecified),-0.6,4.5,-3.5,2.0,-1.0,-3.7,-3.6,1.9,1.0,-0.5
Cc1ccccc1CN1CCN(C2CCC2)CC1CCO (stereo unspecified),4.5,4.2,3.8,1.8,5.2,-2.1,0.9,3.0,0.0,-3.1
Cc1ccc(N2CN(S(=O)(=O)c3cccc([N+](=O)[O-])c3)c3nc4ccccc4nc32)cc1,-5.0,-8.4,2.1,-6.8,-4.6,4.0,10.2,7.3,-0.2,-2.7
COCCCn1c(SCCc2ccccc2)nc2cc(OC)c(OC)cc2c1=N,-6.6,-3.0,-2.6,-0.3,0.9,-1.8,6.4,-0.7,0.0,-1.3
CC(=O)N(C)c1ccc(NC(=S)NC(=O)/C=C/c2ccco2)cc1,-3.0,0.4,2.2,-1.7,6.9,12.3,0.2,6.2,-0.1,6.3
CN1CCC(CC(C(=O)N2CCCC2)(c2ccccc2)c2ccccc2)C1 (stereo unspecified),-1.5,0.3,-5.4,8.0,-1.4,1.5,10.3,-0.4,0.7,7.9

# Reprinted from the part before: two entries, followed by the next part.
SMILES,DDE Tn6 FP inh,TDP2 inh,DDE Tn7 FP inh,MBD2 DNA inh,UHRF1 MBD2 ctr,TCR-CD3 inh,SIAE inh,LEDGF integ inh,KLK7 zymogen act,PRMT1 FP inh
CC(=O)N(C)c1ccc(NC(=S)NC(=O)/C=C/c2ccco2)cc1,-3.0,0.4,2.2,-1.7,6.9,12.3,0.2,6.2,-0.1,6.3
CN1CCC(CC(C(=O)N2CCCC2)(c2ccccc2)c2ccccc2)C1 (stereo unspecified),-1.5,0.3,-5.4,8.0,-1.4,1.5,10.3,-0.4,0.7,7.9
COc1ccc(OCCOC(=O)CNC(=O)c2ccc(F)cc2)cc1,1.4,-0.1,3.0,-2.4,1.1,-2.6,-2.4,1.6,-0.6,1.4
COC(=O)c1nn(-c2ccc(Cl)cc2)c(=O)cc1Sc1ccccn1,8.4,5.2,3.6,0.0,1.4,3.7,-2.3,-0.7,0.2,-0.2
N/C(=N\OS(=O)(=O)c1ccc(Cl)cc1)c1ccccn1,-6.2,-12.4,-7.2,3.5,-2.7,-1.4,2.0,3.2,2.1,-1.5
COc1cccc(CN2CCC(n3nccc3NC(=O)CCCc3ccccc3)CC2)c1O,6.6,12.2,6.2,3.9,-3.7,4.5,4.3,-0.4,0.1,-0.7
O=c1c2oc3ccccc3c2ncn1Cc1ccc(Cl)cc1,3.6,3.0,2.8,-2.1,5.6,-4.3,3.4,4.0,0.4,-2.0
Fc1ccccc1CNC(=S)NCc1ccc(Cl)cc1,0.6,-27.6,-6.9,-1.8,6.8,-7.8,-4.2,1.1,-0.2,4.0
O=C(CCc1nc2ccccc2s1)OCC(=O)c1ccc[nH]1,-5.5,3.0,0.0,-0.8,0.9,7.5,-5.2,2.9,0.2,-2.7
Cc1cccc(COCC(Cc2ccccc2)N2CCN(C(=O)c3ccc(Cl)c(Cl)c3)CCC2=O)c1 (stereo unspecified),-6.2,-14.7,1.5,4.8,3.0,4.3,0.5,1.5,0.1,-0.1
CN=C(Nc1ccc(C(=O)OC)s1)c1ccccc1,2.0,1.3,2.1,-0.1,-0.5,1.0,6.0,-1.7,0.0,-0.8
COc1ccc2nc3oc(C(=O)N4CCN(c5cccc(C(F)(F)F)c5)CC4)cc3cc2c1,3.8,5.3,4.7,5.2,2.5,-4.2,0.2,3.6,0.2,-0.5
O=C1NC[C@@H](CCCCN2C[C@H](Cc3ccccc3)N(CCc3ccccc3)C(=O)C2=O)N(Cc2ccccc2)C1=O,-2.3,-5.9,-6.9,-1.6,-0.6,1.1,-2.7,-3.5,0.3,3.6
O=C1c2oc3ccccc3c(=O)c2C(c2cccc(O)c2)N1c1ccccn1 (stereo unspecified),6.3,5.6,-1.1,-6.9,-2.2,3.8,0.7,4.4,-0.6,-2.7
O=C(O)CCCC(=O)Nc1cccc([N+](=O)[O-])c1,-8.4,-4.0,-3.6,0.3,-0.3,-5.6,3.8,-1.7,-0.1,4.3
CNC(=O)c1c(NC(=O)CS(=O)(=O)c2ccc(F)cc2)sc(C)c1C,-3.6,-0.4,1.0,1.6,1.6,-3.9,2.6,-1.8,-0.1,3.4
O=C(CCc1nnc(Cc2cccc(C(F)(F)F)c2)o1)NC1CC1,1.5,-7.6,3.3,-0.7,-2.4,9.3,7.5,-0.7,0.4,-1.0
COc1ccc(C2=Nc3ccccc3N(C(=O)c3cccnc3)C2C(=O)NC(C)(C)C)cc1 (stereo unspecified),-4.5,-0.5,3.6,-3.3,0.0,-2.6,-2.3,-2.7,0.0,-0.1
C=CCc1ccc(OCCOCCN(C)C)c(OC)c1,2.3,-0.1,1.3,-1.3,1.3,0.4,2.3,-1.0,-0.2,-1.8
O=[N+]([O-])c1ccc(Cl)c(CN2CCCCCC2)c1,4.2,18.7,-4.8,-2.3,0.5,5.0,3.3,1.0,-0.5,-1.0
COc1cc(C(=O)N2CCCN(c3nc4cc(C)ccc4cc3C#N)CC2)cc(OC)c1OC,5.3,2.3,0.7,-1.4,-1.2,10.6,4.0,0.3,-0.5,-2.0
COCCCNC(=O)CNC(=S)N(Cc1cc(OC)c(OC)c(OC)c1)C1CCCC1,-0.7,-5.4,4.1,0.8,3.5,-0.6,-4.6,3.3,-0.3,1.4
CCOC(=O)c1noc(C)c1C(=O)Nc1nc(C)cc(C)n1,11.7,-9.0,5.9,-6.7,0.1,-0.5,-9.7,1.6,-0.2,-1.1
CC[C@]12c3[nH]c4ccccc4c3CCN1C(=O)C(CC(=O)NCCc1ccccn1)C[C@@H]2C(=O)N1CCN(C(=O)C2CC2)CC1 (stereo partly specified),12.5,6.5,7.4,1.9,-0.2,-0.7,7.2,2.9,0.1,4.3
Cc1cc(N/C=C\c2nnnn2-c2ccccc2)no1,4.7,-10.4,5.4,-1.7,0.5,12.1,3.6,-0.8,-0.3,-2.3
S=c1[nH]ccn1-c1ccccc1Cl,-3.5,1.6,-1.0,-3.2,0.4,2.5,-1.6,1.9,0.2,1.1
Cc1ccc2[nH]cc(CCNC(=O)c3ccc4c(c3)OCO4)c2c1,3.2,-7.4,3.5,3.0,-0.8,-1.6,8.8,5.4,-0.1,0.2
COC(=O)C(C)(C)ONC(=O)Nc1ccc(Br)cc1,5.0,1.5,-2.5,3.3,-2.5,-1.8,0.4,-2.0,0.0,1.6
CC(C)CC(C)c1cc(N)nc2nc3ccccc3n12 (stereo unspecified),-9.0,5.1,1.6,0.3,1.2,0.9,1.1,-0.6,1.7,-1.0
Clc1ccc(-c2nc3nc4ccccc4nc3n2Cc2ccco2)cc1,2.2,-2.5,9.0,-0.6,0.2,-4.0,-11.8,5.8,-0.9,27.4*
CCCNC(=S)NC1CC2CCC(C1)N2Cc1ccccc1 (stereo unspecified),5.1,2.8,-5.0,-0.9,-1.8,3.2,2.5,-1.3,-0.6,-2.3
CC(C)(C)c1ccc(-c2nnc3n2N=C(c2ccc4ccccc4c2)CS3)cc1,-13.6,-0.9,-2.0,9.0,4.0,·,-7.6,2.1,-0.1,6.0

# Source: PubChem BioAssay (The Scripps Research Institute Molecular Screening Center)

# Outcome played no part in choosing rows; any-hit rate near 4.6%.
